High-throughput results: PubChem, Sanford-Burnham Center for Chemical Genomics
LYP inhibition – PTPN22 lymphoid phosphatase activity blockers – biochemical, fluorescence intensity, uHTS (AID 1779). recombinant LYP phosphatase, fluorescence intensity; higher % means a stronger effect. 290,000 compounds, 0.054% hits. inhibition, % at 11.5 µM; hits with a dose series show IC50 in µM;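 also: plate controls were vehicle with enzyme for no effect and no enzyme for full effect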
XIAP antagonists – small molecules displacing peptide from XIAP – biochemical, IAP family, fluorescence polarization (AID 1018) | displacement, % at 20 µM, or IC50 in µM where a hit was titrated | XIAP BIR domain, fluorescence polarization peptide displacement; higher % means a stronger effect | 200,000 compounds, 0.007% hits; in the data active = displacement above about 50%; also: a part of the inactive calls stands beside numbers as strong as those of hits
PMI inhibitors – MPI enzyme activity inhibition – biochemical, fluorescence intensity, coupled assay, primary screen (AID 1209); purified PMI enzyme, coupled fluorescence intensity; higher % means a stronger effect; one-dose inhibition, % at 20 µM; IC50 in µM for titrated hits; 190,000 compounds, 0.42% hits;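 also: plate controls were DMSO vehicle for no effect and wells lacking substrate for full effect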
KOR beta-arrestin-1 – kappa opioid receptor activators – cell-based, luminescence, uHTS, primary screen (AID 1777); KOR beta-arrestin recruitment, luminescence; higher % means a stronger effect; one-dose activation, % at 10 µM; EC50 in µM for titrated hits; 280,000 compounds, 0.02% hits; in the data active = activation above about 50%, passing the limit was not always enough; also: a part of the inactive calls stands beside numbers as strong as those of hits
TNAP activators – stimulation of alkaline phosphatase TNAP activity – biochemical, luminescent, no phosphate acceptor, uHTS, primary screen (AID 1001); purified TNAP, luminescent activation assay, no phosphate acceptor; higher activation fold means a stronger effect; activation fold at 20 µM, or EC50 in µM where a hit was titrated; 200,000 compounds, 0.03% hits; in the data active = activation fold from about 3, or a potency from the dose series; inactive = the rest, 99 in 100 with activation fold below about 1.6; also: many of its hits are not listed in these tables
human PMI inhibitors – human PMI inhibitors, high substrate, primary screen, biochemical, fluorescence intensity, high mannose 6-phosphate (AID 1220); recombinant PMI enzyme, coupled fluorescence intensity; higher % means a stronger effect; inhibition, % at 20 µM, or IC50 in µM where a hit was titrated; 190,000 compounds, 0.66% hits
NOD2 inhibition – NOD2 signaling inhibitors, cell-based, luminescence, uHTS, HEK293 (AID 1566); HEK293 NOD2/NF-kB luciferase reporter, luminescence; higher % means a stronger effect; one-dose inhibition, % at 4 µM; EC50 in µM for titrated hits; 290,000 compounds, 0.63% hits; also: many of its hits are not listed in these tables
NOD1 inhibition – NOD1 signaling inhibitors, primary screen, cell-based, luminescence, uHTS (AID 1578) | NOD1-driven NF-kB luciferase reporter cells, luminescence; higher % means a stronger effect | inhibition, % at 4 µM, or EC50 in µM where a hit was titrated | 290,000 compounds, 1% hits; in the data active = inhibition mostly above about 36%, no sharp cut-off; inactive = mostly below about 34%;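 also: HEK-293T reporter cells stimulated with the NOD1 agonist gamma-tri-DAP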
KOR beta-arrestin-2 – kappa opioid receptor blockers – cell-based, luminescence, uHTS (AID 1778) | KOR beta-arrestin recruitment, luminescence, antagonist mode; higher % means a stronger effect | one-dose inhibition, % at 10 µM; IC50 in µM for titrated hits | 290,000 compounds, 0.091% hits; also: strong numbers were not always called active
An asterisk follows results filed as active; nt = no result given; [ ] = remark or other dose. Rule as the data show it, unless noted: active = inhibition above about 50%; inactive = the rest. Not all compounds are listed; rates above refer to the full screens.

SMILES	LYP inhibition	XIAP antagonists	PMI inhibitors	KOR beta-arrestin-1	TNAP activators	human PMI inhibitors	NOD2 inhibition	NOD1 inhibition	KOR beta-arrestin-2
Cc1ccccc1NC(=O)CN1CCN(C(=O)c2ccco2)CC1	-10%	nt	nt	-3.3%	nt	nt	15%	4%	6%
Cc1ccc(C)c(CSC2=NN3CCCC(=O)N=C3S2)c1	-9%	nt	nt	-2.8%	nt	nt	1%	-6%	19%
COc1ccc(NC(=O)c2nc(-n3nc(C)cc3C)ccc2Cl)cc1Cl	5%	-1.8%	4%	-2.7%	1	10%	8%	-15%	3%
Cc1ccccc1NS(=O)(=O)c1ccc2oc(=O)ccc2c1	-5%	nt	nt	1.6%	nt	nt	18%	22%	-56%[20 µM]
CSc1nnc2c(n1)OC(C1CC=C(C)CC1)Nc1ccccc1-2 (configuration not stated)	-4%	-0.3%	-9%	-6.0%	1.1	0%	2%	-18%	-7%
Cc1nn(CC(=O)Nc2ccc3c(c2)nc(CCN2CCCCC2)n3C)c(=O)c2ccccc12	-4%	1.1%	9%	1.4%	1.1	8%	-5%	-8%	-2%
COc1ccccc1NC(=O)CCCc1nnc2n(C)c(=O)c3sccc3n12	-11%	nt	nt	-1.8%	nt	nt	18%	12%	-21%
O=C(NCCc1ccc2c(c1)OCO2)C1CCN(S(=O)(=O)c2ccc(Cl)cc2)CC1	-7%	-2.8%	2%	6.0%	1.1	4%	-26%	-11%	7%
COCCCC1CCN(C(=O)C2CCC(=O)N(Cc3ccccc3F)C2)CC1 (configuration not stated)	-12%	nt	nt	-0.5%	nt	nt	2%	-13%	-26%
Cc1nn(CC2CC2)c(=O)n1-c1ccc(C(C)C)cc1	5%	-6.2%	2%	3.2%	1.1	3%	1%	-23%	-12%
CCOc1ccc(-c2cn(CCC#N)cn2)cc1	-10%	-4.7%	-5%	7.8%	1.1	3%	3%	8%	10%
CCOC(=O)c1c2n(c3ccc(OC(C)=O)cc13)CCC2	-8%	-1.5%	3%	-6.0%	1.2	-5%	4%	-10%	-41%
COc1ccc(CCN(C)c2ccc(S(=O)(=O)N3CCCC3)cn2)cc1OC	-4%	-2.6%	6%	-1.2%	1	10%	6%	-32%	-13%
C=CCOc1ccc(C2N3CC4(CC)CN2CC(CC)(C3)C4=O)cc1 (configuration not stated)	-3%	0.6%	5%	-0.4%	1.1	-2%	-13%	-15%	-5%
COc1ccc2cc3cc(C(=O)NCCCN4CCOCC4)oc3nc2c1	-37%	1.5%	9%	9.1%	1	9%	2%	6%	-14%
CCOc1cc(N2CCOCC2)c(OCC)cc1NC(=O)C(C)(C)C	-1%	-5.6%	14%	0.6%	1.1	28%	8%	-30%	-2%
O=C(Nc1ccc2ccccc2c1)c1cnccn1	-1%	-4.9%	9%	2.3%	1.1	10%	-102%	-30%	-4%
NC(=O)c1nc(N2CCOCC2)nc(N2CCOCC2)n1	-7%	-5.9%	14%	0.7%	1.1	10%	-9%	11%	-14%
COc1cccc(CNC(=O)CCCNC(=O)c2ccc(Cl)cc2)c1	-12%	nt	nt	-1.1%	nt	nt	13%	-1%	-7%
CCOc1cc(CNCCc2c[nH]c3ccccc23)cc(Cl)c1OCC(N)=O	-12%	nt	nt	5.5%	nt	nt	-10%	7%	-14%
CCc1ccc(N(C)S(=O)(=O)c2ccc3[nH]cc(C(=O)NCCN4CCOCC4)c(=O)c3c2)cc1	-5%	-5.6%	9%	-3.3%	1.1	3%	5%	0%	2%
COc1ccccc1-n1cnc(N)c1C(=O)c1ccccc1	-10%	-5.1%	6%	-1.3%	1.1	2%	19%	0%	-14%
CC(C)CN1CCN(Cc2cccc3ncccc23)CC1CCO (configuration not stated)	-8%	-4.0%	1%	nt	1.1	-2%	0%	-30%	-9%[20 µM]
CCOc1ccc(OCC)c(-c2c(=O)n(OCc3ccccc3C(=O)OC)c3ccccc3[n+]2[O-])c1	0%	-0.5%	-1%	5.0%	1.1	-2%	9%	8%	-3%
O=C(CSc1ccc(-c2ccco2)nn1)NC1CCCCC1	-5%	-6.6%	24%	-2.0%	1	32%	12%	-5%	1%

Five of these compounds in another layout.
Results follow in this order: LYP inhibition | XIAP antagonists | PMI inhibitors | KOR beta-arrestin-1 | TNAP activators | human PMI inhibitors | NOD2 inhibition | NOD1 inhibition | KOR beta-arrestin-2
- CSc1nnc2c(n1)OC(C1CC=C(C)CC1)Nc1ccccc1-2 (configuration not stated)
    -4% | -0.3% | -9% | -6.0% | 1.1 | 0% | 2% | -18% | -7%
- COc1cccc(CNC(=O)CCCNC(=O)c2ccc(Cl)cc2)c1
    -12% | nt | nt | -1.1% | nt | nt | 13% | -1% | -7%
- O=C(NCCc1ccc2c(c1)OCO2)C1CCN(S(=O)(=O)c2ccc(Cl)cc2)CC1
    -7% | -2.8% | 2% | 6.0% | 1.1 | 4% | -26% | -11% | 7%
- CCOc1cc(CNCCc2c[nH]c3ccccc23)cc(Cl)c1OCC(N)=O
    -12% | nt | nt | 5.5% | nt | nt | -10% | 7% | -14%
- Cc1ccccc1NS(=O)(=O)c1ccc2oc(=O)ccc2c1
    -5% | nt | nt | 1.6% | nt | nt | 18% | 22% | -56%[20 µM]

Reformatted: results already given.
Each structure is followed by: LYP inhibition | XIAP antagonists | PMI inhibitors | KOR beta-arrestin-1 | TNAP activators | human PMI inhibitors | NOD2 inhibition | NOD1 inhibition | KOR beta-arrestin-2
CCOc1cc(N2CCOCC2)c(OCC)cc1NC(=O)C(C)(C)C
  -1% | -5.6% | 14% | 0.6% | 1.1 | 28% | 8% | -30% | -2%
O=C(Nc1ccc2ccccc2c1)c1cnccn1
  -1% | -4.9% | 9% | 2.3% | 1.1 | 10% | -102% | -30% | -4%
NC(=O)c1nc(N2CCOCC2)nc(N2CCOCC2)n1
  -7% | -5.9% | 14% | 0.7% | 1.1 | 10% | -9% | 11% | -14%

(continued)
SMILES	LYP inhibition	XIAP antagonists	PMI inhibitors	KOR beta-arrestin-1	TNAP activators	human PMI inhibitors	NOD2 inhibition	NOD1 inhibition	KOR beta-arrestin-2
Cc1cc(/C=c2/sc3nc4ccccc4n3c2=O)c(C)n1-c1ccccn1	-9%	-8.1%	9%	5.2%	1	-14%	4%	74%*	-26%
Cc1ccc(C(=O)NC2CC(C)(C)NC(C)(C)C2)c(C)c1	-4%	-3.4%	-4%	-6.3%	1.1	-3%	-4%	5%	5%
COc1ccc(N2CCN(CC(O)COc3ccc(F)cc3)CC2)cc1 (configuration not stated)	-10%	nt	nt	-3.5%	nt	nt	16%	4%	-8%
Cc1cc(NC(=O)CN2CCN(c3ncccn3)CC2)no1	0%	-6.4%	-3%	0.5%	1.2	-6%	11%	-13%	2%
CCN(CC(=O)Nc1c(F)cccc1F)C(=O)c1ccc(=O)[nH]c1	-5%	nt	nt	2.8%	nt	nt	3%	-36%	4%
C1CCCC(N2CCNCC2)CC1	-6%	0.4%	-12%	-3.3%	1.1	-12%	6%	-31%	-15%
CCN(CC)c1nc(-c2ccccc2)ncc1S(=O)(=O)c1ccc(C)cc1	-3%	-3.9%	12%	-3.9%	1	6%	15%	-14%	4%
O=C(Nc1ccc(F)cc1F)c1cccnc1	-8%	-2.5%	0%	-0.4%	1.2	-4%	12%	-14%	48%
COc1ccc(CCNC(=O)CCCn2c(SCC#N)nc3ccccc3c2=O)cc1OC	-1%	0.1%	-2%	-0.4%	1.1	-1%	1%	-34%	-8%
CCOC(=O)c1nc(Nc2ccc(N3CCC(C)CC3)cc2)c2ccccc2n1	12%	-7.9%	22%	3.6%	1	20%	-1%	-16%	-39%
O=C(Cn1nnc2ccccc2c1=O)NCCc1ccc(F)cc1	-8%	-5.3%	-4%	8.8%	1.1	-9%	-4%	8%	10%
CCOC(=O)c1sc(=S)n(-c2ccccc2Cl)c1C	-3%	nt	nt	2.0%	nt	nt	4%	-3%	17%
CC1CC(C)CN(S(=O)(=O)c2ccc(C(=O)Nc3nnc(C4CC4)o3)cc2)C1 (configuration not stated)	0%	nt	nt	-4.2%	nt	nt	17%	39%	33%
Cc1cc(=O)c2c(C)nn(-c3ccccc3)c2[nH]1	-7%	-4.2%	6%	0.8%	1.1	8%	9%	9%	-18%
O=P(CCCCCCCCCP(=O)(c1ccccc1)c1ccccc1)(c1ccccc1)c1ccccc1	4%	-23%	5%	5.5%	1.7	1%	-59%	41%	-2%
CCOC(=O)c1ccc2c(c1)nc(SCC(=O)c1cc3ccccc3o1)n2CC	-1%	-10%	-8%	0.6%	1	-22%	-7%	-32%	-10%
CC(=O)c1ccc2cccc3c2c1N=CN3C	-11%	-4.8%	36%	-3.3%	1.1	55%*	30%	20%	4%
O=C(NC1CCN(C(=O)N2c3ccccc3Sc3ccccc32)CC1)c1ccco1	-5%	-0.3%	1%	9.2%	1.2	7%	24%	45%	3%
CCOC(=O)c1sc(Nc2nc3c(OC)cccc3s2)nc1C	-4%	-5.3%	16%	-3.6%	1.2	14%	-12%	-25%	1%
Cc1ccc(C(=O)O)cc1Nc1ncnc2sc3c(c12)CCC3	-3%	nt	nt	-0.9%	nt	nt	16%	3%	26%
CC(C)(C)NS(=O)(=O)c1ccc(CCC(=O)N2CCCC2)cc1	-6%	13%	-5%	nt	1.1	-4%	11%	-24%	-36%[20 µM]
O=C(N[C@@H](Cc1ccccc1)C(=O)NC1CCCCC1)c1ccco1	-8%	-4.0%	-14%	-4.3%	1.2	-9%	10%	2%	9%
Cc1cccc(C)c1OCC(=O)N(Cc1ccco1)C1CCS(=O)(=O)C1 (configuration not stated)	-4%	nt	nt	3.6%	nt	nt	-8%	-27%	18%[20 µM]
NNC(=O)c1sccc1OCc1ccc(F)cc1	-9%	-3.2%	-2%	-0.5%	1.1	5%	3%	-3%	6%
O=C1CC(c2ccc(F)c(Br)c2)C2=C(CCCC2=O)N1 (configuration not stated)	5%	-3.9%	16%	-1.1%	1.1	18%	-4%	-29%	30%
SMILES	LYP inhibition	XIAP antagonists	PMI inhibitors	KOR beta-arrestin-1	TNAP activators	human PMI inhibitors	NOD2 inhibition	NOD1 inhibition	KOR beta-arrestin-2
O=C(c1sc2cc(Cl)ccc2c1Cl)N1CCN(CCc2ccccn2)CC1	-7%	nt	nt	3.4%	nt	nt	-28%	-10%	-38%
CCN(CC)CCN(Cc1cc2cc3c(cc2[nH]c1=O)OCO3)C(=S)NCC1CCCO1 (configuration not stated)	-3%	-4.9%	9%	-22%	1	6%	7%	-20%	4%[20 µM]
Nc1nc(Sc2ncccc2[N+](=O)[O-])n[nH]1	-3%	nt	nt	nt	nt	nt	-23%	-2%	6%
CCC1CCC(C(=O)NC(CCSC)C(=O)NCCN(CC(C)C)CC(C)C)CC1 (configuration not stated)	-2%	-0.3%	3%	6.2%	1.1	5%	-9%	-25%	2%
Clc1cccc(-c2ccc(/C=N/n3cnnc3)o2)c1Cl	2%	-5.8%	2%	-4.8%	1	1%	10%	-18%	-16%
COc1ccccc1CNC(=O)[C@H](C)NC(=O)[C@@H]1Cc2ccccc2CN1	-10%	nt	nt	-1.4%	nt	nt	14%	-12%	-3%

In another format: 2 of the compounds above
SMILES | LYP inhibition | XIAP antagonists | PMI inhibitors | KOR beta-arrestin-1 | TNAP activators | human PMI inhibitors | NOD2 inhibition | NOD1 inhibition | KOR beta-arrestin-2
CCN(CC)CCN(Cc1cc2cc3c(cc2[nH]c1=O)OCO3)C(=S)NCC1CCCO1 (configuration not stated) | -3% | -4.9% | 9% | -22% | 1 | 6% | 7% | -20% | 4%[20 µM]
O=C(c1sc2cc(Cl)ccc2c1Cl)N1CCN(CCc2ccccn2)CC1 | -7% | nt | nt | 3.4% | nt | nt | -28% | -10% | -38%
